Screening data deposited in PubChem by several laboratories.
TcdB GH inh: inhibitors of Clostridioides difficile toxin B glycohydrolase; 350,000 tested, 0.24% active; inhibition, % at 9.99 µM; TcdB glycohydrolase enzymatic assay, plate reader; in the data active = inhibition above about 10%
Y pestis TopoI: inhibitors of Yersinia pestis topoisomerase I; Y. pestis Topo-I cleavage product accumulation, plate reader; activity, % at 10 µM; 360,000 tested, 0.064% active; AID 504884; in the data active = activity above about 50%, passing the limit was not always enough; inconclusive = no clear call, values can overlap the other calls; also: inactives centre near 2
PfHsp40 rescue: rescue of PfHsp40-mediated yeast toxicity; S. cerevisiae expressing PfHsp40, growth rescue, ATP luminescence; growth rescue, % at 12.5 µM; 340,000 tested, 0.68% active; in the data active = growth rescue above about 28%, passing the limit was not always enough; inconclusive = no clear call, values can overlap the other calls;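 also: yeast W303a lacking pdr1 and pdr3 grown in galactose medium; growth measured after three days at 30 °C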
BoNT A protease: inhibitors of Botulinum neurotoxin A light chain protease; inhibition, % at 10 µM; 360,000 tested, 0.17% active; AID 588499; multiplex microsphere protease substrate cleavage, flow cytometry; also: plate controls were buffer without enzyme for full effect and enzyme alone for no effect
FadD28 binding: blocks FadD28 binding to the bisubstrate probe; inhibition, % at 12.5 µM; 360,000 tested, 0.22% active; AID 588549; fluorescence polarization; in the data active = inhibition above about 8.5%, passing the limit was not always enough; inconclusive = no clear call, values can overlap the other calls
PrPC TRFRET: inhibitors of human cell surface prion protein PrPC | 370,000 tested, 0.43% active | TR-FRET read-out | inhibition, % at 13.8 µM | P04156 | AID 720596; in the data active = inhibition above about 24%; also: 0% = median of the test wells and 100% = reference compound wells
CCHFV vOTU inh: blocks the CCHF virus ovarian tumor domain protease | 370,000 tested, 0.55% active | AID 651958 | inhibition, % at 11.5 µM | CCHFV vOTU protease, Pep-AMC fluorescence; in the data active = inhibition above about 30%; also: 0% = vehicle wells with enzyme and 100% = no enzyme wells
BoNT F protease: BoNT F light chain protease inhibition; 360,000 tested, 0.22% active; inhibition, % at 10 µM; Multiplex microsphere protease cleavage assay, flow cytometry; in the data active = inhibition above about 35%, passing the limit was not always enough; inconclusive = no clear call, values can overlap the other calls; also: plate controls were buffer without enzyme for full effect and enzyme alone for no effect
Anthrax LF prot: blocks Bacillus anthracis lethal factor protease; P15917; multiplex microsphere protease cleavage assay, LF; inhibition, % at 10 µM; 360,000 tested, 0.12% active; AID 588501; also: plate controls were buffer without enzyme for full effect and enzyme alone for no effect
Target sequence (P15917 whole entry, looked up): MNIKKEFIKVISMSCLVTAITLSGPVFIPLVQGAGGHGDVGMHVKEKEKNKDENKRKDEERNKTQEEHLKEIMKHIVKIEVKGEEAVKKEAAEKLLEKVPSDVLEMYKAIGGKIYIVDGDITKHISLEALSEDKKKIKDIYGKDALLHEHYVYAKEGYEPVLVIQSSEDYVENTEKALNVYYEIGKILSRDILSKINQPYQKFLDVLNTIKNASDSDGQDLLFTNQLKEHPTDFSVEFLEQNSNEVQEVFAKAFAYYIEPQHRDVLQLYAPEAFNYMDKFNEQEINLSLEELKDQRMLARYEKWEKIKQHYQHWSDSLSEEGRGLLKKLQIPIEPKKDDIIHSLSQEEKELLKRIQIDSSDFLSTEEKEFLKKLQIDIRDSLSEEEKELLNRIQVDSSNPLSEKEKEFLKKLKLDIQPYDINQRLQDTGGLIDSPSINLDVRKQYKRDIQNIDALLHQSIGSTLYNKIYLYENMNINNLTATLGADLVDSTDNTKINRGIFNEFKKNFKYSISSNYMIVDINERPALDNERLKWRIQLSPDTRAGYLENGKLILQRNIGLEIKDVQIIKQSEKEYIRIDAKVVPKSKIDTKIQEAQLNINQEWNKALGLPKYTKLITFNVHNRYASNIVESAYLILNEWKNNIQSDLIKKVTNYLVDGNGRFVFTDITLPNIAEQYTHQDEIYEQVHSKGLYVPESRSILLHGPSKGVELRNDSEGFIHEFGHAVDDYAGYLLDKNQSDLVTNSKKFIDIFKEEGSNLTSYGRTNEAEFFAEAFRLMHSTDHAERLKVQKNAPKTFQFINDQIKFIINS
An asterisk follows results filed as active; u = inconclusive; x = not tested or not shown; & = joins results of further samples. Rule as the data show it, unless noted: active = inhibition above about 30%; inconclusive = no clear call, values can overlap the other calls; inactive = below that.

SMILES	TcdB GH inh	Y pestis TopoI	PfHsp40 rescue	BoNT A protease	FadD28 binding	PrPC TRFRET	CCHFV vOTU inh	BoNT F protease	Anthrax LF prot
O=C1c2ccccc2NC2(CCCCC2)N1c1ccc(O)cc1	x	-7	-1.5	4.6	0.6	5	15	156*	54*
O=C1c2ccccc2C(Nc2ccc(S(=O)(=O)N3CCCCC3)cc2)N1Cc1ccco1 (stereo not given)	-1.6	31	-0.2	-2.2	-2.7	-1	5	-9	-15
O=C(/C=C/c1ccco1)N/C(=C\c1ccco1)C(=O)NCCc1nc2ccccc2[nH]1	x	-1	0.7	-0.2	-2.1	-4	7	-2	0
COc1cccc(NC(=O)N2CCCC(C(=O)NC3CCCCC3C)C2)c1 (stereo not given)	2.1	-3	1.7	-1.0	-0.1	2	2	2	0
O=C1C2C(c3cccc(/C=C/c4ccccc4)c3)CC=CC2C(c2ccc(C(F)(F)F)cc2)N1Cc1ccccc1 (stereo not given)	0.7	-1	-0.6	-1.0	-0.6	5	1	-6	-3
Cc1ccc(OCc2cc(C(=O)N(C)CCc3ccccn3)no2)cc1C	0.4	32	0.3	0.3	-3.3	3	13	2	1
COCCSc1ccccc1C(=O)Nc1nnc(C)s1	x	-8	-0.6	-1.4	-1.5	4	5	-8	2
CC(O)(c1cccc(F)c1)c1nc(-c2cc(F)cc(F)c2)cs1 (stereo not given)	0.9	-11	x	0.3	-1.9	0	16	-4	0
O=C(NC1CCCC1)c1ccc(CS(=O)Cc2ccccc2Cl)o1 (stereo not given)	1.2	2	0.7	0.2	0.3	-1	34*	-4	-3
COc1cccc(C(=O)Nc2ccc(NC(=O)c3ccco3)c(Cl)c2)c1	0.9	10	-0.8	0.3	-1.2	0	-14	3	-4
CCCCOc1ccc(C(=O)NCC(=O)OC2CCOC2=O)cc1 (stereo not given)	x	15	0.5	-0.5	-2.5	-7	7	u	-4
CCc1ccccc1NC(=O)C1CCN(S(C)(=O)=O)CC1	-0.2	-4	x	0.0	0.3	7	-10	0	-1
CCOC(=O)C1CCN(C(=O)C2CCCCC2)CC1	x	3	-1.4	0.4	-4.8	0	-10	15	-4
OCCC1CN(Cc2cc(F)ccc2-n2cccn2)CCN1Cc1ccc(F)cc1 (stereo not given)	0.2	8	0.2	-0.7	0.8	4	-13	11	-5
CCc1c(C)nc(N)nc1N1N=C1SC	x	6	-1.1	-0.6	0.9	6	-2	-1	3
C=CCn1c(=O)c(C=Nc2cccc([N+](=O)[O-])c2)c(O)n(CCCC)c1=O	x	4	0.1	-0.3	-2.7	2	0	-3	-2
CC1CCc2c(sc(NC(=O)C3c4ccccc4Oc4ccccc43)c2C(N)=O)C1 (stereo not given)	x	-2	-0.8	0.4	-3.9	6	-12	-5	0
Cc1ccc(N2C(=O)C3C(c4ccccc4)N4CCCN4C3(C)C2=O)cc1 (stereo not given)	1.8	1	-1.0	2.4	-0.8	1	5	25	0
COC(=O)/C(C#N)=C/c1c(N2CCCCCC2)nc2ccccn2c1=O	0.6	-1	-2.7	0.7	-1.0	-19	4	13	8
COc1cc(C(=O)NCc2cccnc2)ccc1OCC(=O)Nc1cccc(C(F)(F)F)c1	0.4	9	2.3	2.1	-2.3	6	-3	-6	-2
O=C(c1ccc(=O)[nH]n1)N1CCN(S(=O)(=O)c2ccc(C(F)(F)F)cc2)CC1	0.0	-9	-0.6	-3.7	-0.9	-2	3	1	-3
CC(C)CNC(=S)N(CCN(C)C)Cc1cc2cc3c(cc2[nH]c1=O)OCCO3	-0.5	-1	13	0.0	-2.0	-1	-11	u	2
Cc1cc(=O)[nH]c(SCC(=O)NC2CCCCCCC2)n1	0.8	0	0.4	2.7	-0.8	-2	9	6	6
Cc1ccc(-n2c(O)cnc2Nc2nc(C)cc(C)n2)cc1	x	-2	2.0	-0.6	-2.1	9	9	0	-7
C/C(N)=C(/C#N)C(=O)CSc1nnc(SCc2ccc(Cl)cc2)s1	0.7	27&1	-1.0&0.9	-0.2&0.9	-0.9&0.7	12&8	-6&19	2&-9	0&0
Following part.
SMILES	TcdB GH inh	Y pestis TopoI	PfHsp40 rescue	BoNT A protease	FadD28 binding	PrPC TRFRET	CCHFV vOTU inh	BoNT F protease	Anthrax LF prot
CCN1C(=O)c2ccccc2S(=O)c2ccc(C(=O)N3CCN(C(=O)c4ccco4)CC3)cc21 (stereo not given)	2.1	3	-0.3	0.1	0.6	-7	6	-8	-2
O=C(CSc1ccccn1)Nc1nc2c(ccc3ccccc32)s1	x	-8	2.7	1.0	-2.1	-5	17	3	-2
Cn1c(=O)c2nc(Cl)c(-c3ccccc3)nc2n(C)c1=O	0.4	-1	2.5	2.8	-2.4	-62	-27	28	-2
CCCCOC(=O)c1ccccc1N	-0.1	6	-1.8	-1.2	0.0	1	-6	-6	-2
O=C(c1ccc(-c2ccccc2)cc1)N1CCN(c2ccccc2)CC1	-0.4	16	-1.0	-0.6	-1.4	7	-2	u	0
S=c1[nH]ncn1/N=C/c1cccs1	2.1	-9	-0.8	0.3	-0.1	-7	-8	1	-1
CCOc1cccc(CN2CCC(Oc3ccc(C(=O)N4CCCC4)cc3)CC2)c1O	-2.3	17	x	-0.2	-2.2	5	-6	-1	-3
Cc1c(C(=O)NC(=S)NCc2cccnc2)cccc1[N+](=O)[O-]	0.9	-8	-0.4	0.4	-0.9	1	-3	2	3
COc1ccc(Br)c(Cn2c(C)c(C(=O)NCc3ccc(F)cc3)sc2=O)c1	0.7	30	x	0.1	-2.5	-3	1	0	-6
O=C(c1ccco1)N1CCN(S(=O)(=O)N2CCOCC2)CC1	x	4	1.2	-0.2	0.4	-3	-7	3	2
COc1ccc(CCCc2nnc(SCc3nc4ccccc4c(=O)[nH]3)n2C)cc1C	0.3	5	0.1	-1.0	-2.8	7	13	-2	-2
COc1ccc(NC(=O)CSc2cccc3cccnc23)c(OC)c1	1.6	2	-0.2	-1.0	-3.1	9	-9	-3	-2
C=CCOC(=O)C1=C(C)NC(SCC(=O)OCC)=C(C#N)C1c1ccc(O)c(OC)c1 (stereo not given)	x	5	0.3	-0.4	-0.5	x	x	-2	2
CC1CCN(CCC(=O)N2CCCc3c2c(=O)oc2ccc(O)cc32)CC1	x	-1	-0.6	-4.0	-2.7	-8	11	-20	-12
O=C1C=CC(=O)N1CCCCCCCCCCN1C(=O)C=CC1=O	-3.9	5	-0.2	0.6	-5.0	8	24	1	3
COc1cccc(NC(=O)CCC2CCN(C(=O)c3sccc3C)CC2)c1	1.4	16	-0.5	2.0	-0.5	6	-2	2	0
COc1ccc(C(=O)Nc2nnc(S(=O)(=O)N(C)Cc3ccc(F)cc3)s2)cc1OC	-0.8	4	2.0	-1.7	-1.6	5	6	-5	3
CC(=O)c1c(C)[nH]c(C(=O)N(CCc2ccccc2)Cc2ccccc2)c1C	1.4	17	0.6	0.6	-0.6	14	-7	3	1
CC1(C)CC(=O)c2sc(NC(=O)CN3C(=O)CCC3=O)nc2C1	0.7	-3	-1.6	-0.1	-0.6	-7	11	-3	-1
COc1ccc2nc(NC(=O)C3CCN(S(=O)(=O)c4cnc[nH]4)CC3)sc2c1	x	-7	-1.4	-0.1	-3.6	0	-4	-7	-3
O=C(c1ccccc1)c1ccc(OCCCN2CCCC2)cc1	-2.3	0	-1.1	-0.8	-1.4	-2	-8	-5	-6
CCOc1ccc2c(S(=O)(=O)O)cccc2c1[N+](=O)[O-]	-1.5	8	-1.3	0.2	-1.9	-8	5	-3	-5
CC(C)N(Cc1ccccc1)C(=O)CN1C(=O)COc2ccc(S(=O)(=O)NC3CCCC3)cc21	0.1	0	0.4	0.0	-0.7	11	10	1	1
O=C(Nc1ccc(Cl)cc1)C1Cc2c(-c3ccc(Cl)cc3)ccnc2O1 (stereo not given)	1.1	15	x	-0.3	-6.4	4	15	-2	-2
COc1cc(CCCN2C(=O)C(=O)NC[C@@H]2CCCCN)cc(OC)c1OC	0.6	38	-2.0	-0.5	-0.9	-8	-7	-8	2

5 entries picked at random from the list so far:
SMILES	TcdB GH inh	Y pestis TopoI	PfHsp40 rescue	BoNT A protease	FadD28 binding	PrPC TRFRET	CCHFV vOTU inh	BoNT F protease	Anthrax LF prot
CC(C)N(Cc1ccccc1)C(=O)CN1C(=O)COc2ccc(S(=O)(=O)NC3CCCC3)cc21	0.1	0	0.4	0.0	-0.7	11	10	1	1
COc1ccc(CCCc2nnc(SCc3nc4ccccc4c(=O)[nH]3)n2C)cc1C	0.3	5	0.1	-1.0	-2.8	7	13	-2	-2
O=C(CSc1ccccn1)Nc1nc2c(ccc3ccccc32)s1	x	-8	2.7	1.0	-2.1	-5	17	3	-2
CCOc1cccc(CN2CCC(Oc3ccc(C(=O)N4CCCC4)cc3)CC2)c1O	-2.3	17	x	-0.2	-2.2	5	-6	-1	-3
COc1ccc(C(=O)Nc2nnc(S(=O)(=O)N(C)Cc3ccc(F)cc3)s2)cc1OC	-0.8	4	2.0	-1.7	-1.6	5	6	-5	3

The listing continues:
SMILES	TcdB GH inh	Y pestis TopoI	PfHsp40 rescue	BoNT A protease	FadD28 binding	PrPC TRFRET	CCHFV vOTU inh	BoNT F protease	Anthrax LF prot
Cc1ccc(C2CN(CCC(N)=O)C(=O)CO2)cc1 (stereo not given)	-0.1	1	-1.9	0.1	4.4	-8	-1	6	4
Cc1ccc(OCC(=O)N(Cc2cccs2)C2CCS(=O)(=O)C2)cc1 (stereo not given)	0.5	10	-1.4	x	-2.5	-3	-4	x	x
COc1cc(/C=N/NC(=O)[C@H](Cc2c[nH]c3ccccc23)NC(=O)OCC(C)C)cc([N+](=O)[O-])c1O	-1.9	-11	0.3	0.2	3.8	-30	36*	-4	-3
CN1CCN(S(=O)(=O)c2ccc(Cc3ccc(S(=O)(=O)N4CCN(C)CC4)cc3)cc2)CC1	x	15	-0.1	-0.2	-1.0	-8	-1	10	1
COc1cc(CNC(C)C)ccc1OCC(=O)Nc1cccc2ccccc12	-0.3	-7	-1.1	-2.0	-0.3	-3	7	3	-3
CC(OC(=O)CN1C(=O)NC(C)(C)C1=O)C(=O)c1ccccc1 (stereo not given)	x	3	-0.2	-0.4	-1.1	-2	-9	-8	10
Cc1ccc(NS(=O)(=O)c2ccc(NC(=O)CSc3ccc(Cl)cc3)cc2)c(C)c1	0.3	13	-0.4	0.1	-1.8	4	23	-3	-4
COC(=O)c1sccc1NC(=O)CC1C(=O)NCCN1C(=O)Nc1ccc(F)cc1F (stereo not given)	0.2	-2	3.1	0.2	-1.5	5	2	-4	-1
N#CC1=C(S)N(c2ccc(F)cc2)C(c2ccco2)NC1=O (stereo not given)	-1.6	-2	4.1	-1.1	-1.3	6	1	-3	-2
CC(=NNC(N)=S)c1ccc2cc3c(cc2c1)OCO3	1.1	-4	x	-0.4	-3.2	10	6	3	0
COc1ccc2c(c1O)Cc1ccccc1C2=O	x	2	-0.4	-0.1	0.6	x	x	-4	-2
COc1cc2c(cc1OC)CN(Cc1cc(=O)oc3cc(C)c(Cl)cc13)CC2	x	1	-0.1	2.1	-3.8	0	3	-2	3
CC(=O)N/N=C(\C)CC(=O)NC(C)(C)C	0.5	u	1.9	-0.7	-0.3	7	6	-10	-2
COc1ccc2[nH]c(=O)c(CN(Cc3cccs3)S(=O)(=O)c3c(C)ccc4nsnc34)cc2c1	x	2	-0.8	0.5	-1.1	-2	-6	6	1
CCOC(=O)/C(N=Nc1ccc(F)cc1)=C(/O)c1ccc([N+](=O)[O-])cc1	x	-2	0.4	0.6	2.7	6	11	17	-3
CC(=O)Nc1ccccc1NC(=O)C/C(C)=N/NC(=O)c1ccncc1	-1.6	7	0.6	-0.1	-0.1	4	20	1	1
Cc1cc(OCCN2CCOCC2)ccc1[N+](=O)[O-]	x	-8	1.5	2.1	-0.8	4	-5	13	0
O=C(NCCc1ccc(Cl)cc1Cl)c1cc([N+](=O)[O-])c[nH]c1=O	-6.3	0	0.0	-0.5	-0.2	8	31*	4	2
Cc1cccc(/C=N/NC(=O)c2c(-c3ccccc3)noc2C)c1O	-1.1	-2	-0.2	0.6	-2.7	26*	1	-6	-3
O=C(Nc1ccc2c(c1)OCCO2)C1c2ccccc2OCC(=O)N1CC(F)(F)F (stereo not given)	0.7	x	x	-0.2	x	0	13	-2	-4
c1ccc(-n2nnnc2SCc2cccc3nsnc23)cc1	x	33	0.1	0.4	0.2	-10	-4	0	-3
